# Source: PubChem BioAssay (several laboratories)
# Dynein transport = blocks dynein driven cargo transport along microtubules. 3617.4 mouse cells, GR-EGFP nuclear translocation imaging; test concentration mostly 20 µM; stimulated with dexamethasone, 1 µM; active compounds read low. z-score, hits read low. 0.47% of 220,000 active. AID 1381;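 active = plate z-score of nuclear minus cytoplasmic receptor signal below a set negative limit, without overly bright fluorescence or cell loss, cut at about -3.5 in these data, passing the limit was not always enough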;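 also: z-score of nuclear minus cytoplasmic ring GR-EGFP intensity difference per well; some compounds called inactive have numbers as strong as hits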
#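 Also added: dexamethasone, 1.0 µM final. Medium: tet-free, stripped-serum medium. Detection: fixed, Hoechst-stained cells imaged at 10x for EGFP. Read-out: nuclear-to-cytoplasmic GR-EGFP distribution per well. Times: induction 48 h, compound 1 h, agonist 30 min.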
# b-catenin transl = beta-catenin nuclear translocation modulation | HeLa beta-catenin nuclear translocation, immunofluorescence imaging | 0.3% of 190,000 active | nuclear translocation activity, % at 5 µM | AID 1665;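 active = nuclear translocation activity above 50% at 5 µM, with a well cell count of 50 or more; inconclusive = wells under 50 cells across six images, flagged as toxic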;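 also: per-cell ratio of nuclear to cytoplasmic median beta-catenin stain intensity; plate controls were DMSO negative control for no effect and GSK-3 inhibitor IX positive control for full effect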
#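 System: Human HeLa cells, endogenous beta-catenin | Compound dosing: 5 µM primary, 0.02–20 µM confirmation | Timing: 24 h compound exposure at 37°C, 5% CO2 | Measured by: Fluorescence imaging of beta-catenin antibody stain plus DAPI | Read-out basis: % activation of per-cell nuclear versus cytoplasmic median beta-catenin signal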
# MT stabilizer = microtubule stabilizers in HeLa cells; % tubulin-high responders, % at 10 µM; HeLa tubulin immunostaining HCS, 24 h; share of cells brighter than vehicle mean+2SD; 0.83% of 200,000 active;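 active = plate Z-score above 3 for both tubulin-high and condensed-nucleus cell shares, with cell loss under 80%, at 10 µM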;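 also: anti alpha tubulin signal scored within the nucleus-defined area of each cell; some results filed as inactive read as strong as hits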
# T cell HTS = modulates CD8 T cell binding to vesicles | 2C CD8+ T cell-vesicle binding, flow cytometry; active compounds read low | calls only at 7 µM | 0.068% of 330,000 active | AID 2052;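 active = response, share of CD8 T cells binding vesicles, and their 90th percentile fluorescence all below set limits, cut at about 80% in these data, passing the limit was not always enough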
#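 Assay system – 2C mouse CD8+ T cells · Also added – QL9-loaded Drosophila micro-vesicles · Timing – Cell–vesicle co-incubation 1.5 h at 37 °C, staining 20 min on ice · Signal – flow cytometry of vesicle-bound cells · Measure – percent CD8+ FL2 mean versus row control · Controls – Peptide-free naked vesicles (low) and QL9 vesicles with 0.7% DMSO vehicle (high)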
# PMI inhibitors = MPI enzyme activity inhibition – biochemical, fluorescence intensity, coupled assay, primary screen (AID 1209); one-dose inhibition, % at 20 µM; IC50 in µM for titrated hits; purified PMI enzyme, coupled fluorescence intensity; higher % means a stronger effect; 0.42% of 190,000 active; in the data active = inhibition above about 50%;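 also: plate controls were DMSO vehicle for no effect and wells lacking substrate for full effect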
# Ins promoter up = MIN6 insulin promoter up-regulation; MIN6 insulin promoter-GFP reporter, high-content imaging; active compounds read high; z-score at 5 µM; 0.3% of 190,000 active; AID 1625;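 active = z-score above 3 at 5 µM with at least 500 cells counted in the well; inconclusive = wells under 500 cells, flagged as cytotoxic or low count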
# Lipid droplet = hepatic lipid droplet formation modulation; AML12 mouse hepatocytes, oleate lipid droplets, BODIPY imaging; inhibition, % at 6.5 µM; 0.4% of 240,000 active;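 active = lipid droplet intensity inhibited by at least 50%, with more than 500 cells counted; inconclusive = wells with under 300 cells, treated as cytotoxic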
#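 Assay system: AML12 hepatocytes (mouse) / Also added: 100 µM oleic acid challenge / Times: overnight treatment with compound plus oleate / Detection: high-content imaging of BODIPY-stained droplets and DAPI nuclei / Evaluation: % inhibition of lipid droplet signal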
# TNAP activators = stimulation of alkaline phosphatase TNAP activity – biochemical, luminescent, no phosphate acceptor, uHTS, primary screen (AID 1001) | 0.03% of 200,000 active | purified TNAP, luminescent activation assay, no phosphate acceptor; higher activation fold means a stronger effect | activation fold at 20 µM, or EC50 in µM where a hit was titrated; in the data active = activation fold from about 3, or a potency from the dose series; inactive = the rest, 99 in 100 with activation fold below about 1.6; also: many of its hits are not listed in these tables
# Myeloid diff MLP = myeloid differentiation induction | ER-HoxA9 myeloid progenitors, lysozyme-GFP differentiation, flow cytometry | calls only at 10 µM | 1% of 360,000 active | AID 624256;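 active = normalized GFP-positive differentiation at or above the plate's own cutoff, the solvent-only control mean plus 3 SD; inconclusive = no clear call, values can overlap the other calls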;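 also: cells exposed to compound for four days before flow analysis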
# Dynein transport cytoplasmic EGFP = also measured in Dynein transport; calls as there; z-score; measured here: cytoplasmic GR-EGFP intensity; active compounds read high
# Dynein transport nuclear GR-EGFP = further read-out of Dynein transport, marked with its call; z-score; measured here: nuclear GR-EGFP intensity;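 lower value marks the stronger effect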
# Dynein transport cell count = also measured in Dynein transport; calls as there; z-score; measured here: cell count per field
# Ins promoter up cell count = recorded beside Ins promoter up, whose call it bears; cell count; measured here: cytotoxicity, nuclei count;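 total cells summed across four imaged fields per well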
# Lipid droplet cells 6.5 µM = second read-out of Lipid droplet, no call of its own (marks repeat the call); cell count; measured here: cell count, cytotoxicity flag;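 cells counted across two imaged fields per well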
# b-catenin transl cell count 5 µM = further read-out of b-catenin transl, marked with its call; cell count; measured here: cell count, cytotoxicity flag
# T cell HTS vesicle-bound % = also measured in T cell HTS; calls as there; double positive events, %; measured here: CD8+ vesicle-bound cell fraction;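 binding gate set so that unloaded-vesicle control wells show 10% double positive cells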
# MT stabilizer Hoechst-high % = recorded beside MT stabilizer, whose call it bears; % Hoechst-high responders; measured here: nuclear condensation Hoechst responders;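 share of cells brighter than vehicle mean plus two SD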
# MT stabilizer cytotoxicity % = second read-out of MT stabilizer, no call of its own (marks repeat the call); toxicity, %; measured here: cytotoxicity by cell density;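 0% = mean cell density of plate MIN control wells and 100% = no cells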
# Myeloid diff MLP GFP+ MAC1+ % = further read-out of Myeloid diff MLP, marked with its call; GFP+ MAC1+ double positive, %; measured here: differentiation confirmed by MAC1 staining
# * marks the source's active call; other numbers are inactive results; i = inactive; ? = inconclusive; . = not tested or not shown.
SMILES,Dynein transport,Dynein transport cytoplasmic EGFP,Dynein transport nuclear GR-EGFP,Dynein transport cell count,b-catenin transl,b-catenin transl cell count 5 µM,MT stabilizer,MT stabilizer Hoechst-high %,MT stabilizer cytotoxicity %,T cell HTS,T cell HTS vesicle-bound %,PMI inhibitors,Ins promoter up,Ins promoter up cell count,Lipid droplet,Lipid droplet cells 6.5 µM,TNAP activators,Myeloid diff MLP,Myeloid diff MLP GFP+ MAC1+ %
Cn1nccc1NC(=O)Nc1cccc(Cl)c1,-0.73,0.014,0.055,-0.024,-0.3,1323,.,.,.,i,25,.,.,.,21,713,.,i,0.3
COC(=O)C1=C(C)N(Cc2ccco2)C(=O)N[C@H]1c1ccc(Br)cc1,-0.14,-0.27,0.28,0.77,.,.,2.1,2.3,7.5,.,.,-6%,0.03,1246,-55,657,1.1,.,.
O=C(CC1Nc2ccccc2NC1=O)NCCCN1CCCCCC1 (stereo not drawn),0.075,-0.12,0.41,-0.27,2.0,832,5.4,3.3,9.5,i,2,1%,-0.04,1497,.,.,1.1,i,0.7
CN(Cc1c(F)cccc1Cl)C(=O)C1CC(=O)N(CCc2ccccc2)C1 (stereo not drawn),-0.4,-0.11,-0.12,0.97,-1.7,1140,1.9,2.0,4.5,i,14,7%,0.22,1253,-6,711,1,i,1.1
COc1ccc(NC(=O)CN(c2cccc(C(F)(F)F)c2)S(C)(=O)=O)cc1OC,0.39,0.62,0.44,-0.016,3.6,1128,2.7,1.5,5.3,i,26,10%,.,.,1,704,1.1,i,1.7
Cc1cc(N(C(=O)c2ccco2)C(C(=O)NC2CCCCC2)c2ccccc2)ccc1-n1cnnn1 (stereo not drawn),0.39,-0.2,-0.07,0.42,-2.1,870,2.0,1.4,5.9,i,3,1%,-0.68,1337,.,.,1.1,i,0.9
CCOC(=O)c1cc(C)nc(S(C)(=O)=O)c1C#N,-1.7,0.031,-0.96,-0.095,0.2,1196,.,.,.,i,31,.,-0.52,1410,1,671,.,i,0.9
Cc1cccc(Nc2sc(C(=O)c3cc4cc(Cl)ccc4o3)c(N)c2C#N)c1,0.11,-0.21,0.025,-0.18,-0.8,1146,.,.,.,i,32,.,2.1,1362,-6,688,.,i,0.8
O=C(O)CC(c1ccccc1)n1cnnn1 (stereo not drawn),0.88,-0.44,0.71,0.43,.,.,3.5,2.9,11,i,34,-12%,.,.,.,.,0.9,i,0.6
Cc1ccsc1/C=N/NC(=O)c1cccs1,0.91,-0.23,0.76,-0.38,-2.2,1121,3.3,1.0,3.5,i,46,9%,0.23,1531,-12,656,1,i,0.2
c1ccc(-c2[nH]ncc2CN2CCc3ccccc3C2)cc1,0.22,-0.26,-0.034,-0.11,0.2,1052,.,.,.,i,54,.,-0.82,1506,-2,727,.,i,0.2
COc1ccc(CCn2c(N)cc(=O)[nH]c2=O)cc1OC,-0.17,-0.29,0.25,0.42,-1.1,1435,2.5,2.7,4.1,i,33,5%,0.46,1468,1,701,1,i,0.6
COC(C(=O)NC1CC1)c1ccccc1 (stereo not drawn),-0.43,-0.11,-0.57,0.95,2.3,545,2.2,2.7,3.8,i,49,-4%,0.88,1345,15,714,1,i,0.6
COC(=O)NNC(=O)C1CCC(C(=O)NNC(=O)OC)CC1 (stereo not drawn),-0.35,-0.23,0.022,0.33,-1.8,1179,4.2,4.0,2.0,i,7,14%,0.22,1589,-4,628,1.1,i,1.4
CCCCOc1ccc(C(=O)CCN2CCOCC2)cc1,-3.2,1.5,-1.8,-1.6,1.3,1017,1.8,1.8,1.3,i,30,-13%,0.1,1241,-6,660,1,i,0.2
CCN(CC)c1ccc2cc(-c3nc4ccccc4n3C)c(=O)oc2c1,1.7,0.21,0.35,-0.0023,66*,644*,29*,24*,69*,i,6,3%,1.7,1020,.,.,2,?,.
O=[N+]([O-])c1cc(CN(CCO)CCO)ccc1O,0.88,-0.25,0.42,-0.31,-1.6,1314,.,.,.,i,40,.,0.04,1355,.,.,.,i,0.4
Cc1ccc(Cn2c(=O)c3ccccc3n3c(CCC(=O)O)nnc23)cc1,-0.81,-0.3,-0.42,0.66,.,.,3.4,2.7,5.4,i,66,.,.,.,.,.,.,i,1.0
COc1ccc(NC(=O)CCN2C(=O)/C(=C/c3ccc4c(c3)OCO4)SC2=S)cc1,-0.73,-0.77,-0.6,0.2,-0.6,1368,.,.,.,i,37,.,-0.34,965,7,598,.,i,0.4
O=C(O)CCCc1nc2ccccc2s1,-0.44,-0.19,-0.45,-0.69,.,.,3.7,2.9,2.4,i,33,4%,-0.17,1226,5,679,1.1,i,1.9
Cc1ccc(C(=O)N/C(=C\c2ccc(C(C)C)cc2)C(=O)NCCCN2CCOCC2)cc1,0.036,-0.16,0.065,-0.9,0.3,439,2.9,1.4,7.2,i,4,-4%,0.56,948,-3,650,1,i,2.1
CN(Cc1nc(Cc2ccccc2F)no1)Cc1cccc2ncccc12,-0.17,-0.3,-0.23,0.63,0.9,1050,3.2,1.5,9.9,i,60,12%,-0.59,1296,-24,753,1,i,0.3
CCn1c(=N)n(CC(=O)c2cccc([N+](=O)[O-])c2)c2ccccc21,3.4,0.14,1.5,-2.1,-1.2,554,3.7,2.8,12,i,57,0%,0.1,1249,8,699,1,i,0.4
c1ccc(-c2noc(CSc3nnnn3C3CCCCC3)n2)cc1,2.3,-0.033,1.1,-1.3,-0.5,1240,3.6,1.5,7.6,i,50,2%,1.4,1427,.,.,1.1,i,0.6

# An excerpt from above in order of formula weight, highest first.
SMILES,Dynein transport,Dynein transport cytoplasmic EGFP,Dynein transport nuclear GR-EGFP,Dynein transport cell count,b-catenin transl,b-catenin transl cell count 5 µM,MT stabilizer,MT stabilizer Hoechst-high %,MT stabilizer cytotoxicity %,T cell HTS,T cell HTS vesicle-bound %,PMI inhibitors,Ins promoter up,Ins promoter up cell count,Lipid droplet,Lipid droplet cells 6.5 µM,TNAP activators,Myeloid diff MLP,Myeloid diff MLP GFP+ MAC1+ %
Cc1cc(N(C(=O)c2ccco2)C(C(=O)NC2CCCCC2)c2ccccc2)ccc1-n1cnnn1 (stereo not drawn),0.39,-0.2,-0.07,0.42,-2.1,870,2.0,1.4,5.9,i,3,1%,-0.68,1337,.,.,1.1,i,0.9
CN(Cc1nc(Cc2ccccc2F)no1)Cc1cccc2ncccc12,-0.17,-0.3,-0.23,0.63,0.9,1050,3.2,1.5,9.9,i,60,12%,-0.59,1296,-24,753,1,i,0.3
O=C(CC1Nc2ccccc2NC1=O)NCCCN1CCCCCC1 (stereo not drawn),0.075,-0.12,0.41,-0.27,2.0,832,5.4,3.3,9.5,i,2,1%,-0.04,1497,.,.,1.1,i,0.7
c1ccc(-c2noc(CSc3nnnn3C3CCCCC3)n2)cc1,2.3,-0.033,1.1,-1.3,-0.5,1240,3.6,1.5,7.6,i,50,2%,1.4,1427,.,.,1.1,i,0.6
COC(=O)NNC(=O)C1CCC(C(=O)NNC(=O)OC)CC1 (stereo not drawn),-0.35,-0.23,0.022,0.33,-1.8,1179,4.2,4.0,2.0,i,7,14%,0.22,1589,-4,628,1.1,i,1.4
CCCCOc1ccc(C(=O)CCN2CCOCC2)cc1,-3.2,1.5,-1.8,-1.6,1.3,1017,1.8,1.8,1.3,i,30,-13%,0.1,1241,-6,660,1,i,0.2
Cc1ccsc1/C=N/NC(=O)c1cccs1,0.91,-0.23,0.76,-0.38,-2.2,1121,3.3,1.0,3.5,i,46,9%,0.23,1531,-12,656,1,i,0.2
O=C(O)CCCc1nc2ccccc2s1,-0.44,-0.19,-0.45,-0.69,.,.,3.7,2.9,2.4,i,33,4%,-0.17,1226,5,679,1.1,i,1.9
COC(C(=O)NC1CC1)c1ccccc1 (stereo not drawn),-0.43,-0.11,-0.57,0.95,2.3,545,2.2,2.7,3.8,i,49,-4%,0.88,1345,15,714,1,i,0.6
